Source: PubChem BioAssay (Broad Institute)
Wnt bcat act: activators of Wnt/beta-catenin signaling; actives 1.2% (n = 300,000); Wnt/beta-catenin reporter cell assay, activator, plate reader; activation, % at 9.35 µM; in the data active = activation above about 30%, passing the limit was not always enough;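 note: 0% = neutral control wells and 100% = positive control wells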
An asterisk follows results filed as active.

The opening 4 compounds, ahead of the listing:
SMILES | Wnt bcat act
Cc1ccc(S(=O)(=O)NCc2ccccc2)cc1C(=O)NCc1ccncc1 | -3.7
CC(=O)[C@@H]1[C@@H]2C(=O)N(c3ccccc3F)C(=O)[C@@H]2[C@H]2c3ccccc3C=NN12 | -0.4
CC(=O)Nc1cccc(-c2ccnc3c2CC(C)(C(=O)NC(C)C)O3)c1 (centres undefined) | 3.3
COc1ccc(N)cc1NC(=O)CN1CCOCC1 | -0.1

The whole of this part, repeating the preview:
SMILES | Wnt bcat act
Cc1ccc(S(=O)(=O)NCc2ccccc2)cc1C(=O)NCc1ccncc1 | -3.7
CC(=O)[C@@H]1[C@@H]2C(=O)N(c3ccccc3F)C(=O)[C@@H]2[C@H]2c3ccccc3C=NN12 | -0.4
CC(=O)Nc1cccc(-c2ccnc3c2CC(C)(C(=O)NC(C)C)O3)c1 (centres undefined) | 3.3
COc1ccc(N)cc1NC(=O)CN1CCOCC1 | -0.1
Cc1ccc(C)c(C(=O)OCC(=O)NC(=O)NCc2ccccc2)c1 | -4.7
COc1cccc(-c2cc(NC(C)=O)c3ncc(-c4ccc(OC)c(OC)c4)n3c2)c1 | -0.8
CCc1nc2c(OCc3cccc(Cl)c3)cccn2c1N(C)C(=O)CC(C)C | -2.0
O=C(Nc1cccc(C(=O)O)c1)/C(=C\c1ccc2c(c1)OCO2)NC(=O)c1ccccc1Br | -5.7
Cc1cc(O)cc(=O)n1-c1cccc(C(F)(F)F)c1 | 3.0
C[C@@H]1Cn2cnc(C(=O)N[C@@H](C)c3ccccc3)c2C(=O)N1 | -2.1
CC1(C(=O)Nc2cccc3cccnc23)CCN1Cc1ccccc1OC(F)F (centres undefined) | -1.9
CCC(=O)N1CCCC1(C)C(=O)Nc1ccc2nc(C)ccc2c1 (centres undefined) | -5.5
CC(=O)c1cccc(OCc2cc(C(=O)N(C)Cc3nccs3)no2)c1 | -1.4
CCC(C)C(=O)C(=O)N1CCC(n2nccc2NC(=O)CCOc2ccccc2)CC1 (centres undefined) | -0.8
Cc1ccc(C(=O)NCCN2CCC(n3c(=O)[nH]c4ccccc43)CC2)cc1C | -1.1
Cc1ccc(C)c(NC(=O)CN(C)C(=O)c2ccccn2)c1 | 2.4
CCOC(=O)N1CCC2(CC1)NC(=O)c1ccccc1N2 | -1.7
C[C@@H]1CN([C@H](C)CO)C(=O)CCCn2nncc2CO[C@H]1CN(C)C(=O)c1ccccc1 | -0.9
C[C@H](CO)N1C[C@H](C)[C@@H](CN(C)C(=O)c2ccccc2)OCc2cnnn2CCCC1=O | -0.2
O=C(NCc1ccco1)C(=O)NN=Cc1ccccc1O | 6.4
CSc1ccc(/C=C/C(=O)OCC(=O)NC2CCCCCC2)cc1 | -2.2
CC1(C(=O)Nc2ccc(Cl)cc2)Cc2c(-c3ccc4c(c3)OCO4)ccnc2O1 (centres undefined) | 1.5
Cc1[nH]c(=O)[nH]c(=O)c1NC(=O)c1ccccc1[N+](=O)[O-] | -7.2
CCN(CC(=O)Nc1c(F)cccc1F)C(=O)CCCN1C(=O)c2cccc3cccc(c23)C1=O | 0.0
CCn1cc(C(=O)NCc2cccs2)c(=O)c2cc(S(=O)(=O)N3CCOCC3)ccc21 | -0.2
O=C(NN=Cc1c[nH]c2ccccc12)NN=Cc1c[nH]c2ccccc12 | -3.7
CN(NC1OC(=O)c2ccccc21)c1ccc(C(F)(F)F)cc1[N+](=O)[O-] (centres undefined) | 0.1
CC(C)(C)n1nnnc1C(c1ccccc1)N1CCN(c2ccccc2)CC1 (centres undefined) | -1.4
COc1ccc(NC(=O)N(C)C[C@@H]2OCc3cnnn3CCCC(=O)N([C@H](C)CO)C[C@@H]2C)cc1 | 0.5
CCCCNC(=O)C(=O)Nc1ccc2c(c1)N(S(=O)(=O)c1cccs1)CCC2 | -11.6
O=Cc1cccc(OC(=O)Nc2ccccc2)c1 | 3.2
COc1ccc(SSc2ccc(OC)cc2C(=O)O)c(C(=O)O)c1 | -2.2
C[C@H](CO)N1C[C@H](C)[C@H](CN(C)C(=O)NC2CCCCC2)Oc2ncc(Br)cc2C1=O | -1.8
C[N+](C)(C)CCN1C(=O)c2ccccc2C1=O | -3.0
CNC(=O)c1c(C)nn(-c2ccc(F)c(Cl)c2)c1-c1cc(C)on1 | 0.2
COc1ccc(-c2oc3c4c2C(=O)OCCOC4CCC3)cc1 (centres undefined) | -1.1
CC(=O)c1cccc(NC(=O)c2cccc3c(-c4cccnc4)coc23)c1 | -2.5
COC(=O)[C@@]12C[C@@H](CC(=O)NCc3ccccc3)C(=O)N(Cc3ccco3)C1=CCC(C)(C)C2 | -1.5
Cc1ccccc1C1N=C2Oc3ccccc3C=C2C(=O)N1 (centres undefined) | -2.4
CC(C)NC(=O)N1Cc2cc(C(=O)NC3CCCCC3)nc(-c3cccc(-c4cccnc4)c3)c2[C@@H]1CCO | -1.7
C[C@H]1CN([C@@H](C)CO)C(=O)c2cc(Br)cnc2O[C@H]1CN(C)Cc1ccccc1C(=O)O | -2.7
CC1(C(=O)NS(=O)(=O)c2cccc(F)c2)CCN1C(=O)c1ccco1 (centres undefined) | -0.1
c1ccc(COc2ccc(-c3cc4nc(NCCCn5ccnc5)ccn4n3)cc2)cc1 | 2.2
NC1=NC2OC(CO)C(O)C2O1 (centres undefined) | -1.6
C[C@H](CO)N1C[C@H](C)[C@H](CN(C)C(=O)c2ccccc2)OCc2cnnn2CCCC1=O | -1.5
CC1(C(=O)NCc2ccc(Cl)cc2)CCN1C(=O)Cc1ccc(Cl)cc1Cl (centres undefined) | -3.1
Cc1ccc(S(=O)(=O)N2C3CCCCC3O[C@H]2CC(=O)c2cccs2)cc1 (some centres undefined) | -1.3
COC(=O)[C@]12C[C@H](CC(=O)NCc3cccs3)C(=O)N(CCC3=CCCCC3)C1=C[C@H](COCc1ccccc1)O[C@@H]2C | -7.9
Cc1ccc(C)c(CC(=O)N2CCCC(c3cc(C(=O)Nc4ccccc4Cl)no3)C2)c1 (centres undefined) | -2.8
CC(C)C1C(=O)N(Cc2cn(CCC3OCCO3)nn2)CCS(=O)(=O)N1Cc1ccc(-c2ccncc2)cc1 (centres undefined) | 1.4

Quoted from the listing:
Wnt bcat act, CC1(C(=O)NS(=O)(=O)c2cccc(F)c2)CCN1C(=O)c1ccco1 (centres undefined) is entered as -0.1
Wnt bcat act, Cc1ccc(S(=O)(=O)N2C3CCCCC3O[C@H]2CC(=O)c2cccs2)cc1 (some centres undefined) is entered as -1.3
Wnt bcat act, COC(=O)[C@]12C[C@H](CC(=O)NCc3cccs3)C(=O)N(CCC3=CCCCC3)C1=C[C@H](COCc1ccccc1)O[C@@H]2C is entered as -7.9
Wnt bcat act, Cc1ccc(C)c(CC(=O)N2CCCC(c3cc(C(=O)Nc4ccccc4Cl)no3)C2)c1 (centres undefined) is entered as -2.8
Wnt bcat act, CC1(C(=O)NCc2ccc(Cl)cc2)CCN1C(=O)Cc1ccc(Cl)cc1Cl (centres undefined) is entered as -3.1
Wnt bcat act, CC(C)C1C(=O)N(Cc2cn(CCC3OCCO3)nn2)CCS(=O)(=O)N1Cc1ccc(-c2ccncc2)cc1 (centres undefined) is entered as 1.4

Additional entries.
SMILES | Wnt bcat act
COc1cccc(-c2cc(CNC(=O)[C@@H](Cc3ccccc3)NC(=O)[C@H]3O[C@@H](n4cnc(C(N)=O)n4)[C@H](O)[C@@H]3O)no2)c1 | -3.6
COc1cccc(CNc2nc3cc(-c4cccc(C(F)(F)F)c4)sc3c(=O)n2C)c1OC | -2.6
CC(=O)c1ccc(OCc2cn(CC(=O)c3ccc(O)cc3)nn2)c(C)c1 | -1.6
O=C1c2ccccc2S(=O)N1c1cccc(F)c1 (centres undefined) | -4.0
CCc1noc2cc(-c3ccccc3)n(C)c(=O)c12 | 1.5
Fc1ccc(-c2nc3ccc(Br)cn3c2Cc2ccccc2)cc1 | 5.7
CS(=O)(=O)c1cc(N2CCOCC2)ccc1CNC[C@H]1O[C@@H](n2cnc3c(=O)[nH]c(N)nc32)[C@H](O)[C@@H]1O | -2.1
CCNC(=S)Nc1ccc2c(c1)c(=O)n(C)n2-c1cc(C)cc(C)c1 | -1.7
CC(C)C1C(=O)N(Cc2cn(Cc3ccco3)nn2)CCS(=O)(=O)N1Cc1ccc(-c2ccc(F)nc2)cc1 (centres undefined) | -1.8
COc1ccc(CCN2C(=O)COc3ccccc3C2C(=O)NCc2ccccc2)cc1OC (centres undefined) | -2.4
O=C1Nc2ccc(Br)cc2C1=Nc1cccnc1 | 1.1
CC(C)C[C@@H](CN1CCC[C@H]1CN1C(=O)C(=O)NC[C@@H]1Cc1ccc(O)cc1)N1C[C@H](Cc2ccccc2)N(CC2CCCCC2)C(=O)C1=O | -4.3
Cc1ccc(S(=O)(=O)N2C[C@@H](C)[C@]3(C2)[C@H](O)[C@H](OC(=O)Nc2c(C)noc2C)C[C@H]2C(=O)N(c4ccccc4)C(=O)[C@H]23)cc1 | -1.6
O=C(N1CCN(Cc2ccc3c(c2)OCO3)CC1)C12CC3CC(CC(C3)C1)C2 | -5.7
COc1ccc(C)cc1NC(=O)COC(=O)Cc1c[nH]c2ccccc12 | -2.6
CC1(C(=O)NCc2ccco2)Cc2c(-c3cccc(C(F)(F)F)c3)ccnc2O1 (centres undefined) | -3.4
CCOC(=O)C1CCN(C(=O)c2ccc3c(=O)n4nc(Nc5ccccc5CC)sc4nc3c2)CC1 | -2.6
COc1ccc(/C=C(/NC(=O)c2ccc(Br)cc2)C(=O)Nc2cccc(C(=O)O)c2)cc1 | 8.4
OC[C@@H]1CN(Cc2ccc(F)cc2)C[C@H](n2cnc3c(NCc4ccncc4)ncnc32)O1 | -2.7
Nc1cc(S(=O)(=O)c2ccc(N3CCCCC3)c(N)c2)ccc1N1CCCCC1 | -4.7
COc1cccc(-c2cnc3c(NC=O)cc(-c4ccncc4)cn23)c1 | -0.5
COCC(=O)Nc1ccc2c(c1)[C@@H]1C[C@H](CC(=O)NCc3cccc(F)c3)O[C@@H](CO)[C@@H]1O2 | -1.9
C[C@@H]1CCCCO[C@@H](CN(C)C(=O)Cc2ccccc2)[C@@H](C)CN([C@H](C)CO)C(=O)c2cc(N(C)C)ccc2O1 | -2.2
Cc1ccc(C(=O)Nc2nnc([C@H]3C[C@H](O)[C@@H](CO)O3)s2)cc1 | 2.4
CC1(C(=O)Nc2ccc3c(c2)OCCO3)CN(S(C)(=O)=O)CC(=O)N1CCc1ccc(O)cc1 (centres undefined) | -0.6
CCC(C(N)=O)N1C(=O)C2C3CCC(C3)C2C1=O (centres undefined) | -6.0
C=CCCC(=O)N1C[C@H]2CON(C)[C@H]2C[C@H]1c1cccc(Oc2ccccc2)c1 | 0.7
Cc1cc2nc(-c3ccccc3)c(Cc3ccsc3)n2c(C)c1Br | -1.8
CC1(C(=O)NS(=O)(=O)c2cccc(C#N)c2)CCN1C(=O)Cc1ccc(Cl)cc1Cl (centres undefined) | -1.3
O=C(NCCc1ccccc1)C1Cc2c(-c3ccc4c(c3)OCO4)ccnc2O1 (centres undefined) | -2.7
CCCCNC(=O)c1nc(-c2cccs2)oc1-c1ccc(Cl)cc1 | 0.9
O=C(NCc1ccccc1)c1cc(C2COCCN2C(=O)C/C=C/c2ccccc2)on1 (centres undefined) | -1.2
CN(C)CCCNC(=O)OC1CC2CC1[C@H]1CCCCN1C2=O (some centres undefined) | -1.1
CSc1ccc(CNC(=O)C2(C)CCN2C(C)C)cc1 (centres undefined) | -3.5
O=C(O)c1ccccc1NC(=O)C1CCN(S(=O)(=O)c2ccc3c(c2)OCCO3)CC1 | -0.2
COCCCN1C(=O)C(CC(=O)NC2CCCCC2)CC(C(=O)N2CCOCC2)=C1C (centres undefined) | -1.2
Cc1nccn1CC(=O)c1ccccc1 | 1.3
O=C(C[C@H]1CC[C@H]2[C@@H](COC[C@@H](O)CN2Cc2cc(F)ccc2F)O1)NCc1ccc(Cl)cc1 | -2.6
CCCOc1ccc(S(=O)(=O)N2C(=O)CC(=O)N(Cc3ccc(OCC)cc3)C2=O)cc1 | 0.9
O=C(Cn1cc(F)c(=O)[nH]c1=O)c1ccco1 | -2.6
Nc1ncnc2c1ncn2[C@@H]1O[C@H](C(=O)N2CCCN(Cc3ccccc3F)CC2)[C@@H](O)[C@H]1O | -1.3
CCCOc1ccc(CCC(=O)N/N=C/c2ccco2)cc1 | -0.9
O=C(C1CCCCC1)N1C[C@H](n2cc(C3CC3)nn2)[C@@H](O)C[C@@H]1c1ccccc1 | -0.8
Cc1ccc(NC(=O)C2(C)CCN2Cc2csc3ccccc23)cc1 (centres undefined) | -0.6
C[C@@H]1CCCCO[C@@H](CN(C)C(=O)CCCN(C)C)[C@@H](C)CN([C@H](C)CO)C(=O)c2cc(N(C)C)ccc2O1 | -2.6
Cc1cc(/C=C2\C(=N)N3N=C(CC(=O)N4CCOCC4)SC3=NC2=O)c(C)n1Cc1ccccc1 | -1.4
CC(=O)N1CCc2nc3ccccc3cc21 | -0.9
O=C(N/N=C/c1ccc(Cl)cc1)c1ccc2nc[nH]c2c1 | -2.8
Cc1ccc([C@H]2C[C@@H](O)[C@H](n3cc(COC(=O)c4ccccc4)nn3)CN2C(=O)C2CCCCC2)cc1 | -6.1
C[C@H](CO)N1C[C@H](C)[C@@H](CN(C)S(=O)(=O)c2ccc3ccccc3c2)OCc2cn(nn2)CCCC1=O | -2.8

Continued.
SMILES | Wnt bcat act
COC(=O)[C@@]1(Cc2ccc(F)cc2)[C@H]2c3cc(C(=O)N4CCCC4)n(CCc4ccc(OC)c(Br)c4)c3C[C@H]2CN1C(=O)c1ccccc1 | -5.3
CC1(c2nc3ccccc3[nH]2)CCC(=O)N1Cc1ccc(F)cc1 (centres undefined) | -1.5
CC(C)(C)c1ccc(CC(=O)N2CCC2(C)C(=O)NCc2cccc3ccccc23)cc1 (centres undefined) | -7.4
COCCNc1nc(Nc2ccccc2Cl)c2sccc2n1 | 2.0
CCCC(=O)N/C(N)=N/c1nc(C)c2cc(C)ccc2n1 | 18.3
COc1cccc(-c2cnc3c(c2)C(=O)N([C@H](C)CO)C[C@@H](C)[C@H](CN(C)C(=O)Nc2ccccc2F)O3)c1 | -3.8
CC(=O)c1c(C)[nH]c(C(=O)OCC(=O)NC(C)c2ccccc2)c1C (centres undefined) | -1.9
CC(C)OC(=O)CC(=O)CC(O)c1cccc([N+](=O)[O-])c1 (centres undefined) | -2.1
COc1ccc(C=C(C(C)=O)C(=O)c2ccccc2)cc1 | 0.1
O=C(NCc1ccncc1)[C@@H]1CCCN1C(=O)[C@@H]1CCCN1C(=O)c1ccccc1 | 0.1
CCOC(=O)C1=C(Nc2ccc(OC)cc2)C(N)=NC1=N | 11.8
O=C(O)CCCN1C(=O)C2C3CCC(C3)C2C1=O (centres undefined) | -4.6

This is a subset; count on the stated rates, not on these rows.
